aSyn tox rescue = alpha-synuclein toxicity suppression in yeast. S. cerevisiae alpha-synuclein toxicity rescue, BacTiter-Glo growth, 24 h. Potency, µM (series often up to 46.1 µM), without a hit: top-dose growth rescue (activation), most hits filed as activators. 94,000 compounds, 0.02% hits; active = well fitted activation curve with a large enough effect; inconclusive = small, poorly fitted or top-dose-only effect; note: 0% is about no effect
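Growth restoration measured by BacTiter-Glo luminescence after 24 hr at 30 deg C; alpha-synuclein yeast, raffinose-pregrown to mid-log, were added at OD600=0.02 in galactose medium onto pinned compounds.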
* = called active by the depositor; u = inconclusive. Potency is the fitted concentration of half-maximal effect. This is a subset; count on the stated rates, not on these rows.

molecule	aSyn tox rescue
CC(C)CC(=O)NC1CC(=O)N(c2ccc3c(c2)OCCO3)C1 (stereo not given)	-0.8%
COc1ccccc1N1CCN(C(=O)c2ccc(NC3=NC4CS(=O)(=O)CC4S3)cc2)CC1 (stereo not given)	-9.1%
COc1ccc(CNC(=O)CSc2ncc3c(n2)-c2ccc(Cl)cc2N(Cc2ccc(F)cc2)S3(=O)=O)cc1OC	-6.3%
O=C(CSc1ncc2c(n1)-c1ccc(Cl)cc1N(Cc1ccccc1)S2(=O)=O)Nc1ccc(F)c(F)c1	-10.9%
Cc1nc2c(N)nn(C)c2nc1C	-5.8%
O=C(O)c1ccc(C(=O)C(=O)c2ccccc2)cc1	11.1%
CCOc1ccc(NC(=O)CSc2ncc3c(n2)-c2cc(Cl)ccc2N(C)S3(=O)=O)cc1	1.5%
CCc1ccc(-c2[nH]c3c(c2-c2sc(C)c(C(=O)OC)c2O)c(=O)n(C)c(=O)n3C)cc1	-0.1%
COc1ccc(-c2nc(CS(=O)(=O)CC(=O)NCCc3ccc(C)cc3)c(C)o2)cc1	-8.6%
COc1ccccc1NC(=O)CSc1nc2ccccc2c2nc(-c3ccccc3)nn12	0.6%
CCN(C(=O)CSc1nc(-c2ccc(C(C)C)cc2)no1)c1ccccc1	-2.3%
Cc1ccc(-n2ncc(C(=O)N3CCC(c4ccccc4)C3)c2C2CCN(C(=O)OC(C)(C)C)CC2)cc1 (stereo not given)	9.0%
O=C(CSc1nc(-c2cccs2)cc(C(F)(F)F)n1)Nc1ccccc1Cl	-6.4%
CC1CCc2c(sc(NC(=O)CSc3nc(N)cc(=O)[nH]3)c2C(N)=O)C1 (stereo not given)	3.8%
COc1ccc(Sc2nc(-c3ccccc3)ncc2C(=O)O)cc1	-4.7%
CCOC(=O)c1cc(=O)[nH]c2ccccc12	-8.3%
COC(=O)c1cc(NC2c3ccccc3C(=O)N2CCN2CCOCC2)cc(C(=O)OC)c1 (stereo not given)	-0.2%
COc1ccc(N2CCN(C(=O)c3cc4c(s3)-c3ccccc3S(=O)(=O)C4)CC2)cc1	-11.0%
CCOC(=O)N1CCC(NC(=O)c2cnn(-c3cccc(C)c3)c2-n2cccc2)CC1	2.5%
O=C(NCCCN1CCN(c2ccccc2F)CC1)c1ccc2nc(CCc3ccccc3)oc2c1	4.1%

Molecules from the list above with an NH in an aromatic ring, in the order listed:
molecule	aSyn tox rescue
CCc1ccc(-c2[nH]c3c(c2-c2sc(C)c(C(=O)OC)c2O)c(=O)n(C)c(=O)n3C)cc1	-0.1%
CC1CCc2c(sc(NC(=O)CSc3nc(N)cc(=O)[nH]3)c2C(N)=O)C1 (stereo not given)	3.8%
CCOC(=O)c1cc(=O)[nH]c2ccccc12	-8.3%

(listing goes on)
molecule	aSyn tox rescue
N#Cc1cccc(NC(=O)C2CCN(S(=O)(=O)c3ccc4[nH]c(=O)ccc4c3)CC2)c1	1.6%
COc1cccc(NC(=O)C2CCN(c3nc4ccccc4nc3C(F)(F)F)CC2)c1	-2.1%
Cc1cc2cc(CNS(=O)(=O)c3ccc4ccccc4c3)ccc2n1C	-6.2%
CC(C)CN(c1ccccc1)S(=O)(=O)c1nnc(NC(=O)C2CCCCC2)s1	-4.9%
COc1ccccc1OCC(=O)N/N=C(\C)c1ccc2ccccc2c1	4.0%
Cc1csc(C(=O)O)c1NC(=O)c1cccc([N+](=O)[O-])c1	-7.0%
Cc1cccc(NC(=O)CNC(=O)Cn2cc(C(F)(F)F)cc(Cl)c2=O)c1C	0.7%
COc1ccc(-c2nc(C)c(CCNC(=O)c3ccc(C(F)(F)F)cc3)s2)cc1OC	-2.7%
CCOc1ccc(C(=O)C(C)OC(=O)CN2C(=O)NC(C)(C)C2=O)cc1 (stereo not given)	-7.2%
CC1(C)CC(=O)CC2(C1)NCC(c1ccccc1Cl)c1c2[nH]c2ccccc12 (stereo not given)	-0.3%
COc1ccc(CNC(=O)CSc2nc3ccccc3nc2Cc2ccccc2)cc1	-0.9%
O=C(CNC(=O)c1ccccc1)OC(C(=O)O)c1ccc(F)cc1 (stereo not given)	-3.3%
N#C/C(=N\Nc1ccccc1)C(=N)N1CCOCC1	-3.3%
Fc1cccc(NC(=S)Nc2cccnc2)c1	-8.7%
Cc1cc(C)cc(NC(=O)CN(c2cccc(C)c2C)S(=O)(=O)c2ccccc2)c1	13.7%
CC(C)C(=O)Nc1ccccc1OCc1cc(=O)n2ccccc2n1	-3.6%
Cc1cc(C(=O)N/N=C2\CCCC(=O)C2)c(C)o1	0.6%
CN1CCN(NC(=O)c2ccc(S(=O)(=O)N3CC4(C)CC3CC(C)(C)C4)cc2)CC1 (stereo not given)	9.7%
CCN1CCN(c2cc3c(cc2F)c(=O)c(S(=O)(=O)c2ccccc2)cn3C)CC1	2.5%
COc1ccc2c(c1)c(=O)oc1cc(O)ccc12	0.4%
c1ccc2c(c1)nnn2-c1ccncc1	-5.0%
Cc1ccc(CSc2ncc(Cl)c(C(=O)NCc3ccccc3)n2)cc1	-5.2%
CN1CCN(Cc2c(O)ccc3cc(-c4ccccn4)c(=O)oc23)CC1	5.5%
Cc1nn2c(-c3ccco3)ccnc2c1-c1ccc(Br)cc1	1.6%
O=C(CSc1ncc2c(n1)-c1cc(Cl)ccc1N(Cc1ccccc1F)S2(=O)=O)Nc1cccc(C(F)(F)F)c1	4.0%
CC(=O)N1c2ccccc2C(=O)C1N1CCN(c2ccccc2)CC1 (stereo not given)	u
CC(=O)c1cccc(NC(=O)C(C)n2c(=O)cc(C)c3c(C)nn(-c4ccccc4)c32)c1 (stereo not given)	-4.8%
O=C(COc1ccccc1Cc1ccccc1)NCCCN1CCOCC1	0.9%
N#Cc1cccc(Nc2ncnc3c2cnn3-c2cccc(Cl)c2)c1	-13.3%
Cc1c(F)cccc1NS(=O)(=O)c1ccc2c(c1)c(C)cc(=O)n2C	6.9%

Taken from above.
O=C(CSc1ncc2c(n1)-c1cc(Cl)ccc1N(Cc1ccccc1F)S2(=O)=O)Nc1cccc(C(F)(F)F)c1 @ aSyn tox rescue = 4.0%
c1ccc2c(c1)nnn2-c1ccncc1 @ aSyn tox rescue = -5.0%
N#Cc1cccc(Nc2ncnc3c2cnn3-c2cccc(Cl)c2)c1 @ aSyn tox rescue = -13.3%
Cc1c(F)cccc1NS(=O)(=O)c1ccc2c(c1)c(C)cc(=O)n2C @ aSyn tox rescue = 6.9%
O=C(COc1ccccc1Cc1ccccc1)NCCCN1CCOCC1 @ aSyn tox rescue = 0.9%

More entries:
molecule	aSyn tox rescue
CCOC(=O)c1c(Oc2ccc(C(C)=O)cc2)nnc(-c2ccccc2)c1-c1ccccc1	-10.5%
CCOC(=O)N1CCC(N2C(=O)c3ccccc3C2Nc2cc(OC)c(OC)c(OC)c2)CC1 (stereo not given)	-2.8%
CN(Cc1cccc(F)c1)C(=O)c1ccc(NS(=O)(=O)c2ccc3[nH]c(=O)[nH]c3c2)cc1	-7.3%
COc1ccc(C)cc1NC(=O)CSc1nc(=O)n(Cc2ccncc2)c2c1CCC2	-9.8%
CCCN1CCc2nc(N3CCN(CC)CC3)ncc2C1	6.2%
N#Cc1cccc(NC(=O)C2CCN(S(=O)(=O)c3ccc4c(c3)CCCN4C(=O)C3CCC3)CC2)c1	2.5%
O=C(O)c1cccc(NC(=O)c2ccccc2NC(=O)c2cccs2)c1	4.5%
Cc1ccccc1C(=O)NCC(c1ccco1)N1CCc2ccccc21 (stereo not given)	0.7%
Cc1ccc(C)c(NC(=O)N2CC=C(c3c[nH]c4ccccc34)CC2)c1	3.2%
COc1ccc(-c2cc(C(=O)N3CCCCC3C)no2)cc1OC (stereo not given)	-11.8%
COc1ccccc1Nc1nn2c(=O)c3ccc(C(=O)N4CCCC(C)C4)cc3nc2s1 (stereo not given)	4.4%
CCOc1ccc(S(=O)(=O)N2CCC(N3CCN(Cc4ccc(C)cc4)C(=O)C3=O)CC2)cc1	3.5%
COC(=O)[C@H]1C[C@H](OC(=O)Nc2c(C)noc2C)[C@@]2(O)CN(S(=O)(=O)c3ccc(C)cc3)CC2[C@H]1C(=O)OC (stereo not given in full)	-0.8%
COc1ccc(C)cc1NC(=O)Cc1c(C(=O)O)c(C)cn1C	2.9%
Cc1cc(C)c(S(=O)(=O)C(C)C)c(=O)[nH]1	4.1%
Oc1ccc(Nc2nc3ccccc3n3cnnc23)cc1	-1.6%
CC(OC(=O)/C=C/c1ccccc1)C(=O)Nc1cccc(C#N)c1 (stereo not given)	-9.4%
COc1ccc(CCNC(=O)c2c[nH]n3c(=O)c(Cc4ccccc4Cl)c(C)nc23)cc1OC	-9.0%
Fc1cccc(Cl)c1COc1ccc(-c2nnco2)cc1	3.1%
O=C(Nc1ccc(Cl)cc1)C1CCN(c2nc3ccccc3nc2C(F)(F)F)CC1	-2.9%

Ordered by formula weight (smallest number first): some entries from above.
molecule	aSyn tox rescue
Fc1cccc(Cl)c1COc1ccc(-c2nnco2)cc1	3.1%
COc1ccc(C)cc1NC(=O)Cc1c(C(=O)O)c(C)cn1C	2.9%
CC(OC(=O)/C=C/c1ccccc1)C(=O)Nc1cccc(C#N)c1 (stereo not given)	-9.4%
O=C(Nc1ccc(Cl)cc1)C1CCN(c2nc3ccccc3nc2C(F)(F)F)CC1	-2.9%
CCOc1ccc(S(=O)(=O)N2CCC(N3CCN(Cc4ccc(C)cc4)C(=O)C3=O)CC2)cc1	3.5%

(list continues)
molecule	aSyn tox rescue
O=C(O)c1ccc(CSc2nnc(-c3ccccc3Cl)n2-c2ccccc2)cc1	-8.6%
O=c1[nH]c2ccccc2n1C1CCN(CCOc2ccccc2)CC1	-4.1%
Cc1n[nH]c(=O)n1-c1ccc(C(C)(C)C)cc1	3.7%
CC(C)Oc1ccc(CNC(=O)c2cnc3sc(N4CCCCC4)nn3c2=O)cc1	-5.3%
Cc1ccc(CCNC(=O)c2ccc3[nH]c(C)c(C)c3c2)cc1	-1.4%
CCC(=O)N1CCc2cc(Br)cc(S(=O)(=O)N3CCC(C(=O)Nc4ccccc4F)CC3)c21	-2.3%
Cc1ccc(N2C(=O)NC(NS(=O)(=O)c3ccccc3)(C(F)(F)F)C2=O)cc1C (stereo not given)	-3.9%
Cc1noc(NS(=O)(=O)c2ccc(N/C=C\C(=O)c3ccccc3)cc2)c1C	12.4%
CCOC(=O)N1CCN(C(=O)CSc2nnc(Cn3c(=O)sc4ccccc43)n2C)CC1	-3.4%
CCN(CC)C(=O)c1c(Cl)nc(C)c([N+](=O)[O-])c1C	0.9%
CC(C(=O)NC1CCCCCC1)n1cc([N+](=O)[O-])cn1 (stereo not given)	9.6%
Cc1cn([C@H]2C[C@H](O)[C@@H](CNCc3ccccc3OCCCN3CCOCC3)O2)c(=O)[nH]c1=O	1.9%
COc1cc(/C=C/C(=O)O)cc2c1OCCO2	6.6%
Cc1noc(C)c1CS(=O)(=O)c1ccc([N+](=O)[O-])cc1	0.9%
CCOCCn1c(=O)c2c(nc3n2CCN3c2ccc(C)c(C)c2)n(C)c1=O	-4.8%
O=C(COC(=O)CN1C(=O)C2CC=CCC2C1=O)Nc1cccc([N+](=O)[O-])c1 (stereo not given)	6.4%
CCCCn1c(N)c(N(CCOC)C(=O)C2CCN(S(=O)(=O)c3ccc(C)cc3)CC2)c(=O)[nH]c1=O	-3.4%
CCN1CCc2nc3sc(C(=O)c4ccc(F)cc4)c(N)c3cc2C1	4.7%
COc1ccc(C(=O)N2CCCC(CCC(=O)NCc3ccc(F)c(F)c3)C2)cc1F (stereo not given)	-2.6%
Cc1ccc(-n2c(=O)c3ccc(C(=O)NCc4ccccc4Cl)cc3n(CC(=O)Nc3cccc(F)c3)c2=O)cc1	0.3%
Cc1ccccc1C(=O)OC1OC(=O)C(Cl)=C1Nc1ccc(C(=O)O)cc1 (stereo not given)	-2.8%
CCc1ccc(NC(=O)CC(c2ccc(C)cc2)N2Cc3ccccc3C2=O)cc1 (stereo not given)	2.3%
CCC(C)NC(=O)Cn1c(=O)n(CC2CCC(C(=O)NC)CC2)c(=O)c2sccc21 (stereo not given)	4.5%
CCc1ccccc1NC(=O)CSc1nc2c(oc3ccccc32)c(=O)n1-c1ccccc1F	u
CC(NC(=O)CN1c2cccc3cccc(c23)S1(=O)=O)c1ccccc1 (stereo not given)	5.9%
Cc1cccn2c(=O)nc(SCC(=O)NC3CCCC3)nc12	-5.9%
COc1ccc(NC(=O)C[C@H]2C(=O)N(Cc3ccccc3)C[C@@H]2c2ccc(OC)cc2)cc1	0.0%
COc1ccccc1NC(=O)c1sc2nc(-c3cc4cc(Cl)ccc4oc3=O)[nH]c(=O)c2c1C	-0.8%
COc1cc(Cl)c(C)cc1NC(=O)c1sc2nc(C)cc(C)c2c1N	-2.4%
CCc1ccccc1NC(=O)N1CCc2ccccc21	5.1%
Cc1cccn2c(Nc3ccc4c(c3)OCCO4)c(-c3ccc(Br)o3)nc12	-6.1%
CCOc1ccc(NS(=O)(=O)c2ccc3c4c(cccc24)C(=O)N3)cc1	-6.0%
CC(=O)Nc1ccc(NC(=O)Nc2sc3nc4n(c(=O)c3c2C)CCC(C)CC4)cc1 (stereo not given)	1.6%
CCN(c1ccc(C)cc1C)S(=O)(=O)c1nnc(NC(=O)CC(C)C)s1	2.1%
CCc1noc(-c2ccc(NCc3ccccc3)c([N+](=O)[O-])c2)n1	-3.2%
COc1ccccc1N1CCN(S(=O)(=O)c2ccc([N+](=O)[O-])cc2)CC1	12.9%
O=C(CCNC(=O)N1CC(=O)Nc2ccccc21)NCc1cccc(C(F)(F)F)c1	7.8%
Cc1ccc(C)c(NC(=O)CN(C)C(=O)Cc2ccccc2)c1	-6.2%
